# Pf Dd2 growth = qHTS Primary assay for Inhibitors of Plasmodium falciparum Dd2 growth in vitro; 4.3% of 120,000 active; P. falciparum Dd2 growth, SYBR Green, 72 h; Potency, µM (highest dose often 28.9 µM), for inactives: at the top dose activity, negative = inhibition, usual class: inhibitors; active = well fitted inhibition curve with a large enough effect; inconclusive = small, poorly fitted or top-dose-only effect; inactive = no such curve, though single readings can be large or run the other way;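 note: plate controls were DMSO vehicle for no effect and reference drug for full effect; nearly all actives have a fitted effect of over 65% in size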
#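 Infected erythrocytes (Dd2, 0.3% parasitemia, 2.5% hematocrit final) are added to compound in RPMI-1640/Albumax II medium, grown 72 h at 37C in low oxygen, then lysed with saponin/Triton-X containing SYBR Green and read by fluorescence.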
# Active calls of the source: *; i = inactive; ? = inconclusive; [ ] = dose if it differs, or a comment. Potency is the fitted concentration of half-maximal effect. The list is partial. The share of hits here may be higher or lower than overall.
mol	Pf Dd2 growth
CC(O)CNC(=O)C(=O)Nc1c2c(nn1-c1ccc(Cl)cc1)CSC2 (stereo unspecified)	47%[activator][0.594 µM]
Cc1noc(-c2cccc(OC3CN(C(=O)NC4CCCCC4)C3)c2)n1	57%[activator][5.79 µM]
c1cc2nnc(C3CCC3)n2nc1N1CCCC1	5%
Cn1cnc(S(=O)(=O)N2CCC3(CC2)N(c2ccccc2)C(=O)CS3=O)c1 (stereo unspecified)	-11%
COc1ccc(CC(=O)Nc2c(C(=O)N3CCN(c4ccccc4F)CC3)oc3ccccc23)cc1OC	11µM*
O=C(CSc1nc2ccccc2n1Cc1cccc(Cl)c1)N1CCN(c2ccc(F)cc2)CC1	-27%
COc1ccc(Cn2c(SCc3ccc(C(=O)NC4CCCC4)cc3)nc3ccncc32)cc1	-13%
COc1ccc(-c2cn3cccnc3n2)cc1NC(=O)c1cc(C)cc(C)c1	13µM*
CCCCn1cnc2cc(NCc3ccccc3Cl)ccc21	?
CNC(=O)CCC[C@@H]1[C@H]2CCCN3CCC[C@@H](CN1C(=O)CC(C)C)[C@@H]23	-7%
O=C([C@@H]1C[C@H](F)CN1C(=O)Nc1ccc(Br)cc1)N1CCCCC1	16%
COCCOCc1nc(C2CCCCN2C(=O)NC(C)C)no1 (stereo unspecified)	-18%
O=C(c1ccc(Br)o1)N1c2ccccc2CC1c1nnc(C2CCOCC2)o1 (stereo unspecified)	i
O=C(NCCC1CCN(C(=O)Nc2ccc(F)cc2F)CC1)C1CCCC1	-19%
Cc1cccc(N(C)C(=O)Cn2nc3n(c2=O)CCCC3)c1	19%
Cc1nc2c(-c3ccccc3)c(C)[nH]n2c(=O)c1Cc1ccc(Br)cc1	7.9µM*
Cc1cccc(N2CCN(C(=O)CCC(=O)NNc3nc4ccccc4c4nc(C)nn34)CC2C)c1 (stereo unspecified)	1%
O=C(CCCCCn1c(=O)c2sccc2n(CC(=O)Nc2cccc(Cl)c2)c1=O)NCc1ccc2c(c1)OCO2	-9%
CS(=O)(=O)N1CCC(OC2CCN(C(=O)Nc3ccc(F)cc3F)CC2)CC1	17%
O=C(Cn1c(=O)n(Cc2ccco2)c(=O)c2oc3ccccc3c21)Nc1ccccc1	?

# In a second layout: entries from further up.
> O=C(c1ccc(Br)o1)N1c2ccccc2CC1c1nnc(C2CCOCC2)o1 (stereo unspecified)
  Pf Dd2 growth = i
> O=C(NCCC1CCN(C(=O)Nc2ccc(F)cc2F)CC1)C1CCCC1
  Pf Dd2 growth = -19%

# Shown as labelled records: part of the list above.
> Cc1cccc(N2CCN(C(=O)CCC(=O)NNc3nc4ccccc4c4nc(C)nn34)CC2C)c1 (stereo unspecified)
  Pf Dd2 growth = 1%

> O=C(CCCCCn1c(=O)c2sccc2n(CC(=O)Nc2cccc(Cl)c2)c1=O)NCc1ccc2c(c1)OCO2
  Pf Dd2 growth = -9%

> CS(=O)(=O)N1CCC(OC2CCN(C(=O)Nc3ccc(F)cc3F)CC2)CC1
  Pf Dd2 growth = 17%

> O=C(Cn1c(=O)n(Cc2ccco2)c(=O)c2oc3ccccc3c21)Nc1ccccc1
  Pf Dd2 growth = ?

# Other records:
mol	Pf Dd2 growth
CCC(CC)NC(=O)C1(CCO)CCN(Cc2ccccc2)C1 (stereo unspecified)	-25%
COCCn1c(SCC(=O)Nc2ccc(F)c(Cl)c2)nc2c(oc3ccccc32)c1=O	-30%
O=C(Cc1ccccc1Cl)N1CCN(c2cc(-c3cccs3)[nH]n2)CC1	i
Cn1cccc1C(=O)N1CC2CC(C1)[C@H]1CCCC(=O)N1C2 (stereo partly specified)	-4%
Cc1ccccc1-c1nc(C2CC(=O)N(c3ccc(F)c(Cl)c3)C2)no1 (stereo unspecified)	67%[activator]
Cc1cncn1CCc1nc2c3ccccc3nc(SCC(=O)Nc3cccc(Cl)c3)n2n1	?
COc1ccc(-n2nc3c(N4CCCC(C(=O)NCc5ccccc5C)C4)nnc(C)c3c2C)cc1 (stereo unspecified)	-6%
COc1cc(C(c2c(C)[nH][nH]c2=O)c2c(C)[nH][nH]c2=O)ccc1OC(=O)c1cccc(C)c1	-19%
COc1ccc(Cl)cc1C(=O)N1CCN(c2cc(-c3cccs3)[nH]n2)CC1	?
CCOc1cc(=O)n2c(c1C(=O)NC1CC1)CCCCC2	i

# Among those listed so far, four have an aryl thioether with sulfur outside any ring.
mol	Pf Dd2 growth
O=C(CSc1nc2ccccc2n1Cc1cccc(Cl)c1)N1CCN(c2ccc(F)cc2)CC1	-27%
COc1ccc(Cn2c(SCc3ccc(C(=O)NC4CCCC4)cc3)nc3ccncc32)cc1	-13%
COCCn1c(SCC(=O)Nc2ccc(F)c(Cl)c2)nc2c(oc3ccccc32)c1=O	-30%
Cc1cncn1CCc1nc2c3ccccc3nc(SCC(=O)Nc3cccc(Cl)c3)n2n1	?

# Screening data (PubChem)
